p47phox inh – p47phox/p22phox peptide binding inhibitors, primary screen, biochemical, uHTS, NADPH oxidase regulatory subunit; Neutrophil cytosol factor 1 (Homo sapiens), P14598; fluorescence polarization, 2 h; inhibition, % at 24.7 µM; 220,000 compounds, 0.53% hits; AID 1274, 2008;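 active = inhibition above about 30%, limit read from the data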;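 note: 0% = p47phox with labelled peptide and 100% = labelled peptide alone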
EBV gp42 inh – Epstein-Barr virus gp42 inhibitors, primary screen, biochemical, uHTS, fluorescence polarization; Glycoprotein 42 (Epstein-Barr virus (strain AG876)), Q1HVG2; Fluorescence polarization binding assay, mP read-out; inhibition, % (tested at 21.74 µM); 220,000 compounds, 0.42% hits; AID 1085, 2008; in the data active = inhibition above about 50%
Runt-SMMHC FRET – inhibitors of RUNX1 Runt–CBFb-SMMHC binding, primary screen, biochemical, FRET, Cerulean-Runt, Venus-CBFb-SMMHC, uHTS; Cerulean-Runt/Venus-CBFb-SMMHC FRET ratio 530/480, 1 h; inhibition, % at 20 µM; 220,000 compounds, 0.74% hits; AID 1434, 2008;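 active = mean inhibition across duplicate retests at 20 µM reaching about 50%, limit read from the data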;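 note: 0% = DMSO wells and 100% = wells with excess untagged CBFb-SMMHC; inhibitors lower the FRET ratio by blocking Runt binding to CBFb-SMMHC; some results filed as inactive read as strong as hits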
Mdm2 ligase inh – MDM2-luciferase reporter signal enhancers, primary screen, MDM2 E3 ligase inhibitor project, cell-based, luminescence, 1536-well. E3 ubiquitin-protein ligase Mdm2 (Homo sapiens), Q00987. cell-based MDM2 ubiquitination luciferase reporter, 2 h; 0 = plate control, 100 = twice control, blank-subtracted. signal enhancement, % at 5 µM. 210,000 compounds, 0.11% hits;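 active = signal enhancement of 30% or more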;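 note: luminescence tracks abundance of the self-degrading MDM2-luciferase fusion protein; higher signal means inhibition of MDM2 E3 ligase activity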
Target sequence (Q00987 whole entry, looked up, the tested form may be a part): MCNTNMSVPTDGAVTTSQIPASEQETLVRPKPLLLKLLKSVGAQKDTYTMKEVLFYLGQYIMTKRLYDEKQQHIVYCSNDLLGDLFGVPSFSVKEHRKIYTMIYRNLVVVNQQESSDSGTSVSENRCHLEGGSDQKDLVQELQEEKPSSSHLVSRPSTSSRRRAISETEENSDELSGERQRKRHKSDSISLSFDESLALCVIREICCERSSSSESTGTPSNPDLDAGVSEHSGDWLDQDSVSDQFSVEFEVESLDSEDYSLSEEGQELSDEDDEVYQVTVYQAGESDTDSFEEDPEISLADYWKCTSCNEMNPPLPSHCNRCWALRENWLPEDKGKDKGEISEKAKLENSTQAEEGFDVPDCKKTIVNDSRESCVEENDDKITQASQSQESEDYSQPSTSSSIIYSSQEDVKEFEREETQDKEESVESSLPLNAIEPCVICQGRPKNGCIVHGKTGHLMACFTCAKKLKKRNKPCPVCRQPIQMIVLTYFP
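Assay system: stable mammalian line carrying autodegrading MDM2–luciferase fusion reporter; amount: 2000 cells seeded into each well; buffer or medium: DMEM; benchmarks: plate control and blank wells; signal: luciferase luminescence; timing: 2 h compound exposure at 37 °C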
PPC-1+TRAIL kill – compounds killing PPC-1 cancer cells with TRAIL present, primary screen, TRAIL potentiator project, ATPLite luminescence, uHTS. PPC-1 cells + TRAIL, ATPLite viability luminescence. cell killing (% activity), % at 4 µM. 220,000 compounds, 0.41% hits;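 active = cell killing above 50% in the first pass at 4 µM, then a duplicate retest at 5 µM averaging 50% or more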;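 note: plate controls were cells with TRAIL plus DMSO for no effect and medium-only wells lacking cells for full effect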
TRPML3 ag – human TRPML3 channel agonists, primary screen, cell-based, HEK293 TRPML3-YFP, Fluo-8 calcium fluorescence, 3 µM; Mucolipin-3 (Homo sapiens), Q8TDD5; 100% = the carbachol control signal; activation, % at 3 µM; 220,000 compounds, 0.29% hits;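 active = activation above its plate's cutoff, the mean activation of the plate's test wells plus 3 SD, cut at about 12% in these data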;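 note: 0% = DMSO only wells and 100% = carbachol wells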
Target sequence (Q8TDD5 whole entry, looked up): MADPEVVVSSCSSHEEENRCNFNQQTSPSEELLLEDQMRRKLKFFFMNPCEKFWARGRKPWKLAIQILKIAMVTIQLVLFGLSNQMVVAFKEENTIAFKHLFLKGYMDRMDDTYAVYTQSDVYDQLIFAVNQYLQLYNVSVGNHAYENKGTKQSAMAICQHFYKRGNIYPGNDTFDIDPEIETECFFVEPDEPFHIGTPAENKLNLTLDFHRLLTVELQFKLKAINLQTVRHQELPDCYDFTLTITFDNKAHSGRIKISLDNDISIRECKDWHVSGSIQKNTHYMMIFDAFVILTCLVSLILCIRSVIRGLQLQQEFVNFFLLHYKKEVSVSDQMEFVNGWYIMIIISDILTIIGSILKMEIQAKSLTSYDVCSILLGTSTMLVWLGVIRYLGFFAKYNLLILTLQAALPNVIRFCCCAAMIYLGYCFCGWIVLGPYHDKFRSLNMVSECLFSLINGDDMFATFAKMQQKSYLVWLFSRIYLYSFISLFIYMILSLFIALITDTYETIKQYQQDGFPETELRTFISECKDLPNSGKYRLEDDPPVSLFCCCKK
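Test system: HEK293 cells stably carrying human TRPML3-YFP; Doses: single dose, 3 µM final nominal compound, 0.3% DMSO final; Schedule: dye loading 1 h 37 °C then 30 min ambient, 125 s read; Technique: Fluo-8 calcium fluorescence; Benchmarks: high control carbachol 87 µM, low control DMSO.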
TNF necrop inh – inhibitors of TNF-alpha triggered necroptosis, primary screen, cell-based, Jurkat FADD-/-, single concentration; activation (protection from cell death), % at 10 µM; Jurkat FADD-/- TNF necroptosis rescue, ATP luminescence, 24 h; 0 = TNF only, 100 = no-TNF cells; AID 463075, 2010; 220,000 compounds, 0.068% hits;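 active = activation, meaning protection from cell death, of at least 50% relative to plate controls; inactive = activation below 50%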;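 note: necroptosis triggered by 40 ng/mL TNF-alpha added together with compound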
zfTRPN1 agonist – zebrafish TRPN1 channel agonists, primary screen, cell-based, HEK293, calcium fluorescence. transient receptor potential cation channel N1 (TRPN1/NompC), Danio rerio. HEK293 zebrafish TRPN1-YFP, Fluo-8 calcium fluorescence; 100% = response to 87 µM carbachol. activation, % at 3 µM. 220,000 compounds, 0.18% hits. AID 1424, 2008;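 active = activation above its plate's cutoff, the mean activation of test wells on that plate plus 3 SD, cut at about 19% in these data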;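 note: 0% = DMSO alone and 100% = 87 µM carbachol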
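Control set: carbachol 87 µM as high control, DMSO as low control; system: HEK293 stable line with zebrafish TRPN1-YFP; read-out: % activation versus carbachol response; detection: intracellular calcium fluorescence with Fluo-8; doses: single test compound dose, 3 µM nominal, 0.3% DMSO; schedule: dye 1 h 37 °C plus 30 min RT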
CHOP inh – inhibitors of CHOP promoter induction, primary screen, cell-based, unfolded protein response, luciferase reporter | inhibition, % at 10 µM | 220,000 compounds, 3.8% hits | CHO-K1 CHOP-promoter luciferase, tunicamycin-induced, 15-18 h;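 active = compounds that reduced the stress-induced luciferase reporter signal by more than about 70% of percent inhibition, limit read from the data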;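 note: 0% = tunicamycin plus vehicle and 100% = wells without tunicamycin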
An asterisk follows results filed as active; · = no result given.

Each structure is followed by: p47phox inh	EBV gp42 inh	Runt-SMMHC FRET	Mdm2 ligase inh	PPC-1+TRAIL kill	TRPML3 ag	TNF necrop inh	zfTRPN1 agonist	CHOP inh
- O=C(CNC(=O)c1cccc(F)c1)N/N=C/C=C/c1ccccc1
    -1	-5	1	-15	6	-0.6	0.1	-2.5	16
- CC(C)NC(=O)c1c(CSc2ccccc2)noc1C(=O)NCc1ccccc1
    -2	-14	-4	-18	1	·	3.7	·	51
- Nc1nc2c(c(=O)[nH]1)C(c1cccc3ccccc13)C1=C(N2)c2ccccc2C1=O (centres undefined)
    -16	-10	-4	-11	-2	0.3	2.8	1.1	-17
- COc1cc2c(cc1N/C=C(\C#N)c1nc(-c3ccc(F)cc3)cs1)oc1ccccc12
    -62	4	80	·	-8	1.2	6.4	2.2	-25
- CC(=O)c1sc(NC(=O)COc2ccc(Br)cc2)nc1C
    -87	-48	0	7	3	-0.3	0.6	-0.4	29
- CN(C)c1cc[n+](CC(=O)c2ccc(Br)cc2)cc1
    5	-15	-3	-9	23	0.4	-1.1	-0.7	-11
- Cc1ccccc1-n1nc(C)c2c1N=C1C(Cl)=CC(Cl)=CN1C2c1ccc(C(=O)O)cc1 (centres undefined)
    -10	-13	-8	-17	11	0.6	1.4	-0.5	2
- Nc1ccc(Sc2nnnn2-c2ccccc2)c(Cl)c1
    -5	1	-1	-2	16	-0.5	0.8	-0.4	25
- CC(C)(C)c1ccc(Cn2ccc(-c3ccc4c(c3)OCO4)n2)cc1
    -13	-16	-3	-2	16	0.4	-3.1	2.5	-14
- COC(=O)[C@H]1C[C@@H]1[C@H](NC(=O)OCc1ccccc1)c1ccccc1
    -4	-10	3	·	3	-1.3	3.0	-2.4	15
- Clc1ccccc1-c1nnc2sc(-c3ccc(Br)o3)nn12
    -8	-11	2	-14	6	-0.2	-3.9	-1.8	35
- CCN(CC)c1nc(Nc2ccccc2)nc(Oc2ccc(=O)[nH]n2)n1
    -6	1	2	-2	0	0.0	0.5	-0.2	25
- CCc1ccccc1NC(=O)Nc1cccc(F)c1
    -12	-1	3	-29	8	2.3	2.2	7.2	19
- CC(NC(=O)COC(=O)c1ccc(N(C)C)cc1)c1ccccc1 (centres undefined)
    -12	-11	-3	-3	24	0.4	0.5	-1.6	22
- COc1ccc(NC(=S)N/N=C2\CC(C)(C)Oc3ccc(OC)cc32)cc1
    0	-6	1	-6	15	0.4	2.5	0.1	51
- COc1cc(C2SCC(=O)N2CCc2ccc(OC)c(OC)c2)ccc1O (centres undefined)
    -7	-5	0	-13	5	2.3	-0.8	2.7	16
- S=C1NCN(Cc2ccco2)CN1
    -5	-12	0	-3	-4	0.9	0.7	-0.6	12
- CCOC(=O)c1cccc(C(=O)OCC)n1
    -1	3	0	-7	13	1.0	-0.7	0.3	25
- CN(CCN1CCOCC1)Cc1nc(-c2ccccc2)no1
    0	3	0	-3	22	0.2	-0.1	1.8	16
- CC(=O)Nc1cccc2ncccc12
    -3	-21	0	-8	22	1.0	1.1	1.0	-21
- Cc1csc(SCc2nc3scc(-c4ccccc4)c3c(=O)[nH]2)n1
    -34	1	-16	-2	21	1.2	-0.2	2.1	35
- c1ccc(CNCCN2CCNCC2)nc1
    -8	-14	4	-5	-9	0.5	-3.0	-0.2	51
- CC(C)Oc1ccc(OCCn2c(=S)[nH]c3c(N)ncnc32)cc1
    17	-1	22	-9	10	-0.4	-0.4	-0.6	16
- O=S(=O)(c1ccc(F)c2ccccc12)N1CCCCC1
    -3	-6	-10	-14	30	8.7	-3.8	-2.0	16
- CNC(=S)N1CCN(c2nc3ccccc3s2)CC1
    -1	-10	3	-12	14	0.2	-0.1	1.9	-45
- COc1cccc(CN(C)CC(=O)NC(=O)NCc2ccco2)c1
    -11	6	-3	-7	-2	-0.4	0.7	0.2	-2
- Cc1ccc(NC(=O)NC(=O)c2cnccc2C(F)(F)F)c(C)c1
    -10	-7	1	-7	1	1.1	-1.8	0.3	-2
- Nc1ccc2c(c1)COc1ccccc1O2
    -15	8	0	0	16	0.6	-3.1	2.0	26
- COc1ccc(Cl)cc1NS(=O)(=O)c1ccc(S(=O)(=O)N2CCCC2)cc1
    -1	3	2	9	-7	4.3	1.9	6.3	-1
- CCOC(=O)c1c(-c2ccc(C)s2)csc1N
    -16	-11	-2	-15	7	-0.9	-0.9	-1.0	2
- C/C(=N\NC(=O)CSCc1ccccc1Br)c1cccc([N+](=O)[O-])c1
    -5	-6	-2	-8	-2	0.7	1.2	1.0	64
- COC(=O)N/N=C/c1cc(C)n(-c2ccc(F)cc2)c1C
    -6	-17	27	-16	1	0.2	-0.3	1.0	11
- COc1ccc(-n2nnnc2SCC(=O)N2CCOCC2)cc1
    -10	-9	-2	-4	5	0.4	1.2	1.3	21
- COc1ccccc1-c1nnc2sc(COc3ccc(Cl)cc3)nn12
    -12	-5	6	-9	-1	-1.7	-2.9	-1.2	9
- O=C(c1nc(-c2ccccc2)n(-c2ccccc2)n1)N1CCCCCC1
    -8	-12	-1	-14	-5	0.7	-0.8	-2.1	12
- O=C(CSCC(=O)Nc1nccs1)Nc1ccccc1
    -3	-8	-7	1	8	0.9	2.2	0.6	8
- O=C(NC1CCCC1)C1CCC(=O)N1CCc1ccccc1 (centres undefined)
    -6	-2	-2	-6	13	-0.4	0.7	0.1	-10
- CCCOc1ccc(C2C(=O)N(C3CCCCC3)CC(=O)N2CCCOCC)cc1OC (centres undefined)
    -7	-12	-1	3	4	0.3	-1.2	0.1	-17
- CCS(=O)(=O)N1CCC(C(=O)NCc2ccc(F)cc2Cl)CC1
    -8	-14	-3	-29	7	0.4	-0.6	0.0	17
- CN(C)C(=O)c1cccn(Cc2ccc(C(F)(F)F)cc2)c1=O
    4	-12	-3	-6	1	0.7	0.1	-0.3	-5
- COc1cccc(CC(=O)Nc2ccccc2C(=O)N2CCOCC2)c1
    -12	-16	4	-18	32	1.4	1.1	1.0	-4
- c1ccc(-c2noc(-c3cccs3)n2)nc1
    -5	-20	-2	-37	31	0.6	-4.8	1.1	23
- COc1ccc(-c2c(NC(=O)c3ccco3)n(-c3ccccc3)nc(C)c2=O)cc1
    4	-3	-2	-1	4	0.6	0.1	-0.9	-6
- CC(C)N1CCC(N2CCN(CC#Cc3ccccc3)CC2CCO)CC1 (centres undefined)
    3	-12	-1	-22	12	0.5	1.3	1.0	-5
- Cc1cccc(CC2CC(=O)N(c3ccccc3)C2=O)c1 (centres undefined)
    -7	-23	-1	-4	24	0.1	1.8	-0.4	11
- Cc1ccc(C(=O)NC(=S)Nc2ccc(S(=O)(=O)N(C)c3ccccc3)cc2)cc1
    -6	-12	4	-15	-12	0.5	-0.7	0.3	41
- O=C(CCn1nc(-c2ccccc2)ccc1=O)N1CCN(c2ccccn2)CC1
    12	-3	-8	-4	-2	0.4	-1.5	0.7	-5
- O=C(O)CSC(NC(=O)c1cccnc1)(C(F)(F)F)C(F)(F)F
    1	-3	1	2	9	0.4	1.2	-0.2	17
- CCOC(=O)Cc1csc(NC(=O)CC(C)(C)CC(=O)O)n1
    3	-7	-3	-7	4	-0.1	1.2	-0.4	-7
- Cc1cc(C)nc(/N=C(\N)Nc2ccc(S(=O)(=O)O)cc2)n1
    -3	0	0	-13	0	1.0	0.8	1.3	-10
- COc1cccc(NC(=O)c2cccs2)c1
    -1	4	-1	-8	23	0.9	-2.0	0.5	-30
- S=C(NCc1ccco1)N1CCOCC1
    -5	-9	-8	-13	8	0.9	-0.2	1.2	-16
- C=CCN(CC=C)C(=O)c1cc(Cl)ccc1[N+](=O)[O-]
    -12	-5	-2	-10	18	0.2	1.4	0.4	-3
- CCNc1nc(N2CCCCC2)nc(-n2nnc(C(=O)OCC)c2C)n1
    -8	0	16	-3	7	-0.5	-0.9	-1.1	-6
- N#CCC(=O)NCCCOC(=O)Nc1ccc(Cl)c(Cl)c1
    -16	-11	0	-15	23	0.7	0.3	3.2	40
- CC(C)(C)C1CCC(C(=O)OCC(=O)Nc2ccc3[nH]c(=O)[nH]c3c2)CC1 (centres undefined)
    -16	-1	0	-7	18	0.3	1.4	-0.1	-15
- O=C(CN(C(=O)c1csnn1)c1cccc(F)c1)NCc1ccc(F)cc1
    -7	-10	-3	-12	6	0.7	1.6	-0.8	2
- CC1=NN(c2ccccc2)C(=O)/C1=C\c1cn(C)c2ccccc12
    -8	-14	-4	-3	1	0.2	2.6	-0.1	-12
- CN(CC(=O)NCCc1ccc(F)cc1)Cc1cccc(Cl)c1
    -8	-6	-4	-90	14	-1.2	0.6	-0.8	19
- CCc1c(-c2n[nH]c(=S)n2Cc2ccccc2)csc1C
    3	9	16	1	0	0.1	0.6	-0.8	32

Next part; the last two above are carried over.
Each structure is followed by: p47phox inh	EBV gp42 inh	Runt-SMMHC FRET	Mdm2 ligase inh	PPC-1+TRAIL kill	TRPML3 ag	TNF necrop inh	zfTRPN1 agonist	CHOP inh
- CN(CC(=O)NCCc1ccc(F)cc1)Cc1cccc(Cl)c1
    -8	-6	-4	-90	14	-1.2	0.6	-0.8	19
- CCc1c(-c2n[nH]c(=S)n2Cc2ccccc2)csc1C
    3	9	16	1	0	0.1	0.6	-0.8	32
- Cc1ccc(S(=O)(=O)N(C)C)cc1NC(=O)COC(=O)COc1ccccc1[N+](=O)[O-]
    -1	2	-3	-19	17	0.8	-0.3	2.3	2
- CCOC(=O)c1[nH]c(C)c(C(=O)OC)c1C
    -14	-13	-1	-11	-17	0.2	-2.6	0.5	-5
- COCC(=O)Nc1ccc(F)cc1
    -11	5	-2	-22	10	0.3	1.0	0.6	-10
- COC(=O)c1oc2ccccc2c1NC(=O)c1ccccc1O
    -3	8	0	-1	0	1.4	-1.1	0.6	13
- C=C(C)CSC1=C(C#N)C(c2ccccc2Cl)CC(=O)N1 (centres undefined)
    -2	-4	-1	-17	22	-0.7	-2.1	-0.9	-24
- O=C(Nc1ccn(Cc2ccc(Cl)cc2)n1)c1ccccc1
    -2	-1	1	-15	21	1.5	1.1	2.2	-6

High-throughput results (PubChem BioAssay)
